# E coli WT exp – growth inhibitors of wild-type E. coli, primary screen, strain BW25113, expanded library, OD600 | OD600 absorbance | growth inhibition, % at 100 µM | actives 0.15% (n = 98,000) | AID 710, 2007;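 active = growth inhibition above about 50% at one test dose, limit read from the data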;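 also: growth measured after 20 h incubation at 37 °C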
# CYP2C19 act – human CYP2C19 activators, primary screen, biochemical, luminescence; recombinant CYP2C19, luciferin-H EGE luminescence; active compounds read high; 0 = fully inhibited enzyme, 1 = untreated enzyme; AID 1025, 2008; activation factor at 5 µM; Cytochrome P450 2C19 (Homo sapiens), P33261; 96,000 tested, under 10 active;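 active = activation factor of at least 2 at 5 µM in the primary screen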;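 also: 0 = wells with 2.5 mM tranylcypromine and 1 = vehicle-only wells; values of inactives mirror those of a sister screen read the other way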
# CYP2C9 activ – human CYP2C9 activators, primary screen, biochemical, luminescence. Cytochrome P450 2C9 (Homo sapiens), P11712. recombinant CYP2C9, luciferin-H conversion; active compounds read high; factor 1 = untreated enzyme, 0 = blocked. activation factor at 5 µM. actives 1.4% (n = 96,000). AID 1024, 2008;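 active = activation factor of 2 or more for CYP2C9 at a 5 µM dose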;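 also: 0 = sulfaphenazole-blocked wells and 1 = vehicle-only wells; values of inactives mirror those of a sister screen read the other way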
# Target sequence (P11712 whole entry, looked up): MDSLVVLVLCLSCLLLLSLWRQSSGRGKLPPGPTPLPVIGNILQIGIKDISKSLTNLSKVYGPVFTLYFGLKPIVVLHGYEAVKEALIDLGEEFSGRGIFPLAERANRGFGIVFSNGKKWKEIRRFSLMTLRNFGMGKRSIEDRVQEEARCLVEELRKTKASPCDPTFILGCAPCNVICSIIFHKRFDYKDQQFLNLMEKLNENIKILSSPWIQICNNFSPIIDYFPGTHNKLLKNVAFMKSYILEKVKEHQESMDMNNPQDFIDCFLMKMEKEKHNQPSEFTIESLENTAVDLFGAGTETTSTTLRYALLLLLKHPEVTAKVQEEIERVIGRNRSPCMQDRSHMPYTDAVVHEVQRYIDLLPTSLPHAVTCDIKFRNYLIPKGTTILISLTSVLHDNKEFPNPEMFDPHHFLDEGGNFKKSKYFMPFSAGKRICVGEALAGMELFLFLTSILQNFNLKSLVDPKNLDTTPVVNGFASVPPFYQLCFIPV
# EphB4 ephrin blk – EphB4-ephrin-B2 interaction antagonists, primary screen, biochemical, TNYL-RAW peptide probe, fluorescence polarization | actives 0.15% (n = 97,000) | inhibition, % at 7 µM | EphB4 LBD / TNYL-RAW-Alexa532 peptide;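 active = inhibition above the screen-wide mean inhibition plus 3 SD, cut at about 15% in these data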;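 also: 0% = DMSO wells and 100% = excess unlabeled TNYL-RAW peptide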
# PostGolgi yeast – phenotypic screen on post-Golgi transport, primary screen. actives 0.9% (n = 98,000). post-Golgi transport phenotypic cell assay. inhibition, % at 10 µM; in the data active = inhibition above about 30%;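 also: yeast cells grown in 1536-well plates; yeast grown about 18 h at 30C before absorbance read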
# CYP2C19 inhib – blockers of cytochrome P450 2C19 activity – biochemical, luminescence, ADME assay, primary screen; CYP2C19 Supersomes, luciferin-H EGE luminescence, 30 min; inhibition, % at 5 µM; actives 21% (n = 96,000); AID 778, 2007;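 active = CYP2C19 inhibition above a set limit at 5 µM in the primary screen, cut at about 50% in these data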;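 also: plate controls were negative control wells for no effect and 2.5 mM tranylcypromine positive control for full effect; values of inactives mirror those of a sister screen read the other way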
# PLAP act – PLAP enzyme activators, biochemical, luminescence, HTS | Alkaline phosphatase, placental type (Homo sapiens), P05187 | purified PLAP enzyme, luminescent substrate read-out; active compounds read high | activation fold at 20 µM | actives 1.2% (n = 96,000) | AID 696, 2007; in the data active = activation fold above about 2
# Target sequence (P05187 whole entry, looked up): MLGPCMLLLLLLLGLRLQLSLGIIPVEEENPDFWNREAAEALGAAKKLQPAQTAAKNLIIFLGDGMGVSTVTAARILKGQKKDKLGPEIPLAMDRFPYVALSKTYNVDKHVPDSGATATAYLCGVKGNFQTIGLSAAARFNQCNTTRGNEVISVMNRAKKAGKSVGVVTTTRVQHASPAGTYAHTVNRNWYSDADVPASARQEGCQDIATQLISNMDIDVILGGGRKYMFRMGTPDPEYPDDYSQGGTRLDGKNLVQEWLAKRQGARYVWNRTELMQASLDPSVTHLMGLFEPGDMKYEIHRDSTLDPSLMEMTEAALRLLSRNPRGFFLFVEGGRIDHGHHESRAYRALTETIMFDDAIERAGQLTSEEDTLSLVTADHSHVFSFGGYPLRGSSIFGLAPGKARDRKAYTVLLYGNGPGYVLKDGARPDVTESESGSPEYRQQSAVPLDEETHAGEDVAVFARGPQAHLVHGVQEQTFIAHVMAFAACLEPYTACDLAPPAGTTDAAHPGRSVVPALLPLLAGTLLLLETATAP
# CYP2C9 inhib – blockers of cytochrome P450 2C9 activity – biochemical, luminescence, ADME assay, primary screen | P11712 | CYP2C9 Supersomes, luciferin-H conversion | inhibition, % at 5 µM | actives 20% (n = 96,000);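 active = blocking of liver enzyme CYP2C9 beyond about 50% at 5 µM, limit read from the data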; also: values of inactives mirror those of a sister screen read the other way
# PTK2B oligo ant – antagonists of Pyk2 self-association, primary screen, Q293 cells, FERM NanoBiT luminescence, HTS; active compounds read low; z-score (the deposit names both 25 µM and 10 µM); actives 0.83% (n = 99,000); AID 1347419, 2020;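 active = Z-score of -3 or lower, scaled per plate to the spread of control and sample wells; inactive = z-score above -3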;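 also: negative z-score means lost luminescence so less FERM oligomerization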
# Active calls of the source: *; x = not tested or not shown.
SMILES,E coli WT exp,CYP2C19 act,CYP2C9 activ,EphB4 ephrin blk,PostGolgi yeast,CYP2C19 inhib,PLAP act,CYP2C9 inhib,PTK2B oligo ant
Cc1cc(C)cc(-n2nnnc2SCC(=O)Nc2nc(-c3ccc(F)cc3)cs2)c1,-5,0.8,2.2*,1,-2,23,1,-124,-0.01
COC(=O)c1cc(C#N)c(NCc2ccccc2)nc1C,-11,0.9,1,-4,1,11,1.1,4,0.59
COC(=O)c1ccc(NC(=O)CCc2c(C)nc3ncnn3c2C)cc1,-1,1,0.9,-6,3,4,0.9,14,-0.41
CCOC(=O)C(NC(=O)c1ccccc1)=C1C=C(C)OC(C)=C1,5,0.9,1,7,22,6,1.1,-3,-0.73
Cc1ccc(S(=O)(=O)C/N=C(/NC(=S)N(c2ccccc2)c2ccccc2)c2ccccc2)cc1,0,0.7,0.3,-1,-1,28,1,69*,-0.32
COc1ccc(CCNC(=O)CSc2ncn[nH]2)cc1,11,0.5,0.9,1,4,52*,0.9,14,1.1
O=C(Nc1c(Cl)cc(Cl)cc1-c1nc2ccccc2s1)c1ccc(Br)o1,-21,0.9,0.4,11,11,11,1.2,55*,-0.99
Nc1nc(-c2cccnc2)nn1C(=O)c1ccco1,3,1,1.1,-1,9,1,1,-9,x
CCn1c(=O)[nH]c2ccccc2c1=O,5,1,1,6,0,1,1,4,0.09
CC(C)NC(=O)C(OC(=O)c1ccccc1)C(OC(=O)c1ccccc1)C(=O)O (stereo not drawn),-1,1.1,1,-5,-1,-5,1,-2,0.79
CC(CN1CCN(C)CC1)OC(=O)c1ccccc1Cl (stereo not drawn),4,0.9,1.1,x,7,10,1.2,-9,-0.52
COc1ccc(OCCC(=O)NCc2ccccc2)cc1,9,0.5,1,8,0,51*,0.9,-3,1.8
CN(C)S(=O)(=O)c1ccc(/C(O)=C2/C(=O)C(=O)N(Cc3cccnc3)C2c2ccncc2)cc1 (stereo not drawn),4,0.8,0.6,-8,3,23,1.2,38,1.5
Cc1ccc(OCC(=O)N2CCCCCC2)c(C)c1,0,0.2,1.2,-3,-4,80*,1.1,-20,1.2
O=C(CN1C(=O)c2ccccc2S1(=O)=O)NCCSC1CCCCC1,2,0.9,0.8,1,-3,11,0.9,24,0.34
O=C1C(Cl)=C(NCCc2ccccc2)C(=O)N1CCc1ccccc1,-3,1,0.9,2,-12,-3,1,13,-1
COCCn1c(C)cc(C(=O)COc2nc3ccccc3nc2C)c1C,-2,0.8,1,20*,-2,16,1.1,-4,0.92
CC1(C)CC(C)(O)P(=O)(c2ccccc2)O1 (stereo not drawn),2,1,1.3,x,-5,0,1,-26,-0.39
FC(F)(F)c1ccc(N2CCN(c3ncnc4c3nnn4Cc3ccccc3)CC2)nc1,-10,1.1,1,-1,1,-15,0.8,4,-0.5
O=C(Nc1cccnc1)c1ccc2snnc2c1,-6,0.9,1.1,-2,-3,8,1.1,-9,0.34

# Structures above marked active in CYP2C9 activ.
molecule | CYP2C19 act | CYP2C9 activ | EphB4 ephrin blk | PostGolgi yeast | CYP2C19 inhib | PLAP act | CYP2C9 inhib | PTK2B oligo ant
Cc1cc(C)cc(-n2nnnc2SCC(=O)Nc2nc(-c3ccc(F)cc3)cs2)c1 | 0.8 | 2.2* | 1 | -2 | 23 | 1 | -124 | -0.01

# Later entries:
SMILES,E coli WT exp,CYP2C19 act,CYP2C9 activ,EphB4 ephrin blk,PostGolgi yeast,CYP2C19 inhib,PLAP act,CYP2C9 inhib,PTK2B oligo ant
COc1ccc(NC(=O)CSc2nnc(-c3ccccn3)n2N)cc1,-3,0.9,0.6,-5,22,13,0.8,39,1.4
Cc1oc(-c2ccccc2Cl)nc1CS(=O)CC(=O)NCc1cccs1 (stereo not drawn),0,0.3,0.3,-5,-16,71*,1.5,69*,x
COC(=O)c1cccc(NS(=O)(=O)c2ccc(NC(C)=O)cc2)c1C,1,0.6,1.4,4,0,38,1.1,-36,-0.61
CCc1nnc(NC(=O)CSc2nnc(-c3cc4ccccc4cc3O)n2CCOC)s1,8,0.9,0.5,0,-6,11,1.2,54*,-0.93
CC1=C(C(=O)Nc2ccc(Br)cc2)C(c2ccco2)NC(=O)N1 (stereo not drawn),2,0.9,1,2,16,9,0.8,2,-1.1
COc1ccc(C(=O)NCC(C)CN(C)C)cc1 (stereo not drawn),5,1.2,1.2,-2,-6,-17,1.4,-23,-0.01
C=CCOC(=O)C(C#N)c1nc2ccccc2nc1N1CCN(c2ccccc2OC)CC1 (stereo not drawn),-24,0.7,0.3,x,4,31,1.1,72*,-1.1
C=CCn1c(SC(C)C(=O)NCc2ccc3c(c2)OCO3)nnc1C1CCCCC1 (stereo not drawn),8,0.4,0.4,x,12,56*,1.8,57*,-0.16
COc1cccc(C(=O)NCc2n[nH]c(=S)n2-c2cccc(C)c2)c1,3,0.5,0.9,-11,4,46,1,8,0.19
O=C(Nc1nc(=O)c2ccccc2s1)c1ccccc1,-24,1.1,1,-1,5,-8,0.8,-2,0.58
CCCCCN1CC(O)=C(c2ccccc2)C1=N,20,1,1.1,-10,-10,0,1,-11,-0.17
Cc1cccc2cc(-c3nc4c(C)cccn4c3NCc3ccco3)c(=O)[nH]c12,-1,0.8,0.6,-5,44*,16,0.8,37,-0.38
Cc1noc2c1C(c1ccc(N(C)C)cc1)C1=C(CC(C)(C)CC1=O)N2 (stereo not drawn),1,0.2,0.8,-2,-3,76*,1.1,20,0.13
COc1ccc(/C=N/N(C(C)=O)c2nc(-c3ccc(C)cc3)cs2)cc1,-11,0.3,0.4,3,-5,73*,1,57*,0.85
COc1ccc(C2(C(=O)NCCCN(C)C)CCOCC2)cc1,2,1.3,1.1,0,1,-30,1,-6,x
Cc1onc(-c2c(F)cccc2Cl)c1C(=O)OCC(=O)NC(c1ccccc1)c1ccccc1,-13,0.7,0.2,-3,-7,30,0.9,84*,-0.86
COc1ccc(C2=NOC(C(=O)O)C2)cc1 (stereo not drawn),-10,1.2,1.1,-8,2,-18,0.9,-7,1.9
COc1ccc(CN2CCN(C(=O)c3cccnc3)CC2)cc1Br,3,0.1,0.5,-3,1,94*,1.5,47,0.62
O=S(=O)(c1ccc(N2CCCC2c2nc3ccccc3s2)nc1)N1CCOCC1 (stereo not drawn),-6,0.1,0.1,-3,-7,89*,1.5,86*,-0.73
COC(=O)COc1ccc(S(=O)(=O)Nc2ccc3c(c2)OCO3)cc1Cl,4,0,0.3,-1,10,98*,1,70*,-0.06

# Profiles, looked up by structure. Values in the order: E coli WT exp, CYP2C19 act, CYP2C9 activ, EphB4 ephrin blk, PostGolgi yeast, CYP2C19 inhib, PLAP act, CYP2C9 inhib, PTK2B oligo ant
# `COc1ccc(CN2CCN(C(=O)c3cccnc3)CC2)cc1Br` is listed as 3, 0.1, 0.5, -3, 1, 94*, 1.5, 47, 0.62
# `Cc1oc(-c2ccccc2Cl)nc1CS(=O)CC(=O)NCc1cccs1` (stereo not drawn) is listed as 0, 0.3, 0.3, -5, -16, 71*, 1.5, 69*, x
# `CCn1c(=O)[nH]c2ccccc2c1=O` is listed as 5, 1, 1, 6, 0, 1, 1, 4, 0.09

# Further results:
SMILES,E coli WT exp,CYP2C19 act,CYP2C9 activ,EphB4 ephrin blk,PostGolgi yeast,CYP2C19 inhib,PLAP act,CYP2C9 inhib,PTK2B oligo ant
Cc1[nH]c2ccccc2c1Cc1n[nH]c(=S)o1,-4,1,1,-2,4,0,1,1,x
CC(=O)N(C)c1ccc(NC(=O)/C=C/c2ccccc2Cl)cc1,-3,0.6,0.7,-5,-9,40,1,30,-0.29
Cc1ccc(C(=O)OCC(=O)Nc2ccccc2)cc1NC(=O)c1ccco1,-13,0.7,0.8,4,-5,26,0.8,15,0.09
CCN(CC)S(=O)(=O)c1ccc(OC(C)C)nc1,5,0.2,0.8,-7,0,79*,0.8,24,-0.31
COC(=O)c1cc2occc2n1CC(=O)N(C)C1CCCCC1,0,0.7,1,-4,-5,35,1.2,-2,0.3
Cc1cc(C)nc(SCC(=O)Nc2ccc(N3CCOCC3)cc2)n1,14,1.1,1.1,1,5,-13,0.9,-12,0.62
COC(=O)Nc1cc(C)nc2ccccc12,11,0.9,1,-4,-7,6,1,1,0.84
Cc1ccc(S(=O)(=O)N/N=C2/CC(c3ccccc3)Oc3ccccc32)cc1[N+](=O)[O-] (stereo not drawn),-8,0.3,0,4,-8,67*,1.7,99*,-0.86
O=C(CCn1nc(-c2ccc(Cl)cc2)c2ccccc2c1=O)NCC1CCCO1 (stereo not drawn),-6,0.7,0.5,4,0,29,1.6,45,-0.51
CCOc1ccc(OCC)c2sc(C)nc12,4,0.6,0.8,-5,-2,42,1.4,17,-0.19
CC(=O)c1cccc(NC(=O)C2CCCC2)c1,3,0.9,0.9,-1,4,14,0.9,14,-0.6
CCOC(=O)CSc1nnc2c(n1)C1(C)CCC2C1(C)C (stereo not drawn),-3,0.9,0.9,-18,-4,12,1.1,12,0.56
COCc1cc(C)nc(N2CCNCC2)c1C#N,3,1.1,1.1,-1,0,-9,0.9,-15,1.3
CCCCCC(=O)N1CCN(CCN=CC2=C(O)CC(c3ccc(OC)c(OC)c3)CC2=O)CC1 (stereo not drawn),4,0.6,0.4,2,0,40,1.7,64*,1.7
COc1ccc(N(C(=O)c2cccc([N+](=O)[O-])c2)S(=O)(=O)c2ccc3c(c2)n(C)c(=O)n3C)cc1,0,0.5,0.6,2,0,47,1.4,42,-2.2
CCn1c(SCC(=O)NC(C)(C)C)nc(O)cc1=O,-9,0.9,0.9,-9,0,13,0.9,14,0.5
COCCCNC(=O)c1cccc(C(=O)NCCCOC)c1,1,1,1.1,-4,-2,3,0.9,-12,1.7
CCN=C1SC(CC(=O)NCCc2ccc(OC)cc2)C(=O)N1CC (stereo not drawn),-7,0.5,0.5,0,14,48,1.1,51*,0.63
O=C(Nc1ccc(F)c(F)c1)c1cc(S(=O)(=O)N2CCN(c3ccccn3)CC2)ccc1F,-10,0.9,0.7,12,-1,11,0.9,33,-0.55
Cc1cc(C)n2c(SCc3ccc(Cl)cc3Cl)nnc2n1,-13,0.3,1.6,1,-4,70*,1,-56,-0.45
CCN(CC)c1ccc(NC(=O)c2ccc(Br)o2)cc1,7,0.5,1.1,x,-3,52*,0.8,-9,0.39
Cc1cc(OC(=O)c2ccco2)c2c(C)cc(=O)oc2c1,-7,1,1.5,-2,-3,-4,0.9,-49,0.76
Cn1c(=O)oc2cc(S(=O)(=O)Nc3cccc4c3CCCC4)ccc21,-1,0.3,2.4*,x,0,66*,1.1,-142,-1.7
CCOC(=O)c1sc(NC(=O)CSc2nc(-c3ccco3)cc(C(F)(F)F)n2)c(C(=O)OC)c1C,-5,0.5,0.3,-12,-3,46,1.1,72*,0.08
Cc1ccc(C)c(N2CCN(CCCNC(=O)Cn3cc4c(n3)CCC(C)C4)CC2)c1 (stereo not drawn),7,0.7,0.7,-1,0,28,1.3,31,x
CCCCC(=O)NC(c1ccc(OC)c(OC)c1)c1c(O)ccc2ccccc12 (stereo not drawn),-9,0.4,0.1,-3,-2,63*,1.3,88*,-2.6
CC1(C)Cc2cccc(OCC(=O)N3CCN(S(=O)(=O)c4ccccc4F)CC3)c2O1,-7,0.5,0.9,-9,-10,46,1.7,14,-0.4
CCOC(=O)c1c(C)cccc1OCC(N)=O,5,x,x,7,4,x,x,x,1.6
CCn1c(/C(C#N)=C(\O)CCc2ccccc2)nc2ccccc21,-7,1.1,1.1,-2,-1,-6,0.9,-10,1.5
Cc1ccc(N2C(=O)C3C(C2=O)C2C=CC3C23CC3)cc1 (stereo not drawn),-5,0.7,1.2,1,8,28,1.1,-16,-0.25
NC(=O)COc1cccc2cccnc12,6,0.8,0.9,-3,0,21,0.7,6,1.8

# Screening results (PubChem BioAssay)
